# Compound activity as filed in PubChem.
# Akt phos inh = Akt phosphorylation inhibition | Neuro2A IGF-stimulated pAkt S473 HTRF, 20 min; hits give low values | activity change, % for hits at 50 µM | hit rate 0.32% among 360,000; in the data active means activity change below about -80%; inconclusive means mostly about -51% to -80%; further: on the % scale 0 is the no-effect control and ±100 the full control effect
#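 Single-point screen (50 µM final compound) in Neuro2A cells stimulated 20 min with 6 nM IGF at 37 deg C. After lysis, Ser473-phosphorylated Akt read by HTRF (ex 330 nm, em 615/665 nm) as the 665/615 ratio.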
# Nrf2 ARE act = activators of Nrf2 (ARE) signaling; AREc32 ARE-luciferase reporter (MCF7-derived line), luminescence, 24 h; Potency, µM (highest dose often 46.1 µM), without a hit: top-dose activation, actives largely listed as activators; hit rate 0.31% among 410,000; AID 624171; further: potency means the concentration at half of the fitted maximal effect; % of control where 0% means no effect; nearly all actives have a fitted effect of over 65% in size
#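 Luciferase luminescence (Steady-Glo, 30 min at room temperature) served as the read-out of ARE activation in AREc32 cells treated with compounds for 24 hr at 37 deg C.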
# MmCpn inh = inhibitors of Methanococcus maripaludis chaperonin (MmCpn). purified Mm-Cpn ATPase, ADP Transcreener TR-FRET. Potency, µM (doses to about 76.9 µM), without a hit: top-dose activity, negative = inhibition, usual class: inhibitors. hit rate 0.031% among 330,000; further: potency means the concentration at half of the fitted maximal effect; on the % scale 0 is the no-effect control and ±100 the full control effect; nearly all actives have a fitted effect of over 80% in size
#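 Eu-cryptate anti-ADP/ADP-d2 competition gives a ratio inversely related to ADP. Enzyme at 25 nM was pre-exposed to compound for 10 min, then given 10 uM ATP for 30 min, 37°C throughout.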
# A549 tox = kills or reduces viability of A549 cells in Nrf2 counter-screen. A549 ARE-Fluc cells, CellTiter-Fluor viability, 18-24 h. hit rate 0.16% among 390,000. AID 504648. Potency, µM (series often up to 46 µM), for the others: at the highest dose activity change, negative = cytotoxicity, hits mostly inhibitors; further: potency means the concentration at half of the fitted maximal effect; on the % scale 0 is the no-effect control and ±100 the full control effect
#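 A549 ARE_Fluc cells in 5% FBS OPTI-MEM were exposed to compounds in concentration-response for 18-24 h at 37 deg C. Viability was read by CellTiter-Fluor fluorescence (Ex 405/Em 525) after 30 min, before the luciferase read.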
# HepG2 viability = HepG2 cytotoxicity, counter-screen for TGF-b inhibitors; HepG2 CAGA-GFP viability, ATP luminescence, 18 h; Potency, µM (top dose mostly 46.1 µM), without a hit: top-dose activity change, negative = cytotoxicity, actives largely listed as cytotoxic; hit rate 0.76% among 410,000; AID 588856; further: potency means the concentration at half of the fitted maximal effect; some results filed as inactive show a strong effect at the top dose
#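 CellTiter-Glo luminescence gave cytotoxicity after 18 hours at 37 degrees C. The cells were HepG2 CAGA-GFP in 1% FBS DMEM, stimulated with 500 pg/mL TGF-beta after compound addition. %Activity was normalised to no-cell wells (complete cell-killing) and DMSO (no toxicity), and curves were fitted and classified.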
# Nrf2 inh = inhibitors of Nrf2 signaling. A549 ARE-Fluc reporter, luciferase luminescence, 18-24 h. Potency, µM (doses to about 46 µM), for inactives: at the highest dose activity change, negative = inhibition, hits mostly inhibitors. hit rate 2.1% among 360,000. AID 504444; further: potency means the concentration at half of the fitted maximal effect; on the % scale 0 is the no-effect control and ±100 the full control effect; nearly all actives have a fitted effect of over 60% in size
#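 A549 ARE_Fluc cells, 5000/well, 5% FBS OPTI-MEM; compounds in dose-response, 18-24 h at 37 °C/5% CO2; CellTiter-Fluor viability read (Ex 405/Em 525), then BugLite luciferase luminescence = Nrf2 activity.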
# CCT chaperon mod = cytosolic chaperonin activity modulation | purified chaperonin ATPase assay, HTRF ADP detection, 30 min | activity change, % (test concentration not listed), hits read low | hit rate 0.3% among 360,000; in the data active means activity change below about -30%; further: on the % scale 0 is the no-effect control and ±100 the full control effect
#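 ATPase activity: ADP formed was measured by HTRF Transcreener (665/615 nm ratio) after 30 min at 37 deg C with 10 uM ATP. Compounds screened at one 76 uM concentration against 40 or 20 nM TRiC in Tris pH 7.4/KCl/MgCl2/DTT buffer.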
# TGFb inhibitor = blocks TGF-b signaling; HepG2 CAGA-GFP TGF-b/SMAD3 reporter, GFP fluorescence, 18 h; TGF-beta stimulated, 500 pg/mL final; Potency, µM (titrated, usually from 46.1 µM), without a hit: at the highest dose activity, negative = inhibition, hits mostly inhibitors; hit rate 1.2% among 410,000; further: potency means the concentration at half of the fitted maximal effect; on the % scale 0 is the no-effect control and ±100 the full control effect; nearly all actives have a fitted effect of over 65% in size
#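 HEPG2 CAGA-GFP, 1000 cells/well; 2 h settle, 37 C; cpd via pin tool; TGF-b 500 pg/mL final; 18 h, 37 C; GFP imaging ex488/em500-530; %Activity normalised to -TGF-b and +DMSO controls; CRC fit, curve class.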
# ATXN viability = reduces viability in counter-screen for ATXN expression inhibitors; Potency, µM (highest dose often 56.7 µM), actives largely listed as cytotoxic; hit rate 0.49% among 400,000; S2 cells (HEK-293 line with an ATXN2-luciferase reporter) viability, CellTiter-Fluor protease fluorescence, 24 h; AID 651635; further: potency means the concentration at half of the fitted maximal effect; nearly all actives have a fitted effect of over 40% in size
# The depositor's hits bear a star; i = inactive; ? = inconclusive; nt = not tested or not shown. Unless noted, the call rests on the fitted dose curve; in most records, active means well fitted curve in the direction sought with a large enough effect; inconclusive means small, poorly fitted or top-dose-only effect, or another doubt; inactive means no such curve, though single readings can be large; an effect the other way counts as inactive or inconclusive.
SMILES	Akt phos inh	Nrf2 ARE act	MmCpn inh	A549 tox	HepG2 viability	Nrf2 inh	CCT chaperon mod	TGFb inhibitor	ATXN viability
CC(C)(C)c1cc(NCCCn2ccnc2)n2ncc(-c3ccccc3)c2n1	i	6.3%	1%	-3%	-106%	?	-1.3	?	i
Cc1ccccc1NC(=O)c1ccc(Cn2cc([N+](=O)[O-])cn2)o1	i	-0.5%	1%	3%	-5%	-15%	-1.8	1%	?
CCn1nccc1C(=O)Nc1ccc(C(=O)OC(C)C)cc1	i	4.3%	-1%	-6%	-41%	11%	-1.0	-18%	i
COCCNC(=O)[C@H](C)[C@H]1C[C@]1(C)[C@H](NC(=O)OCc1ccccc1)c1ccccc1	i	0.0%	-2%	-2%	-14%	10%	1.8	-11%	i
CC1(C(=O)NS(=O)(=O)c2ccccc2)CCN1C(=O)CCc1ccccc1 (centres undefined)	i	0.3%	nt	nt	4%	nt	-2.0	12%	i
O=C1N/C(=C/c2cccs2)C(=O)N1Cc1ccc(F)cc1	i	4.5%	-1%	-5%	1%	1%	0.5	25%	i
Cc1ccc(NC(=O)C2CC(=O)NC(N3CCc4ccccc43)=N2)cc1 (centres undefined)	i	1.0%	3%	2%	-9%	4%	2.8	0%	i
CCOc1ccc(NC(=O)[C@@H](NC(=O)c2ccccc2)[C@@H](C)CC)cc1	i	2.4%	-2%	-4%	8%	-5%	-0.3	-7%	i
COc1cccc(CN(C(=O)COc2ccc(Cl)c(C)c2)C2CCS(=O)(=O)C2)c1 (centres undefined)	nt	2.9%	nt	-1%	-25%	-2%	nt	?	nt
CCCCOc1ccccc1NC(=O)Cn1c(-c2nonc2N)nc2ccccc21	i	-0.6%	-3%	?	-20%	?	1.1	?	14µM*
Nc1nc2n(n1)C(=O)CC(c1ccc(Cl)cc1)N2 (centres undefined)	i	0.3%	-1%	-4%	-2%	22%	-2.7	-2%	i
COc1ccc(NC2=C(Cl)C(=O)N(CCc3ccccc3)C2=O)c(OC)c1	i	13µM*	0%	0%	-15%	1%	0.5	0%	i
O=C1NC(=S)NC(=O)C1Nc1ccc(Cl)cc1	i	3.0%	nt	22%	-9%	29%	-2.0	-5%	i
COc1ccc(CNC(=O)c2sccc2-c2ccccc2)cc1OC	i	0.2%	-2%	-1%	-22%	-56%	-1.6	-16%	i
COc1ccc(C2C(=O)N(CCc3ccccc3)CC(=O)N2C2CCCCC2)cc1 (centres undefined)	nt	-0.4%	1%	-9%	-7%	nt	-0.8	-9%	i
CCc1cccc(NC(=O)C2CCN(S(=O)(=O)c3ccc4c(c3)NC(=O)CO4)CC2)c1	i	4.5%	-9%	3%	-34%	?	-3.9	?	i
Cc1cc(C(=O)CSc2nnnn2C)c(C)n1-c1cccc(F)c1	nt	-0.3%	1%	-4%	-23%	?	1.6	-23%	i
CCn1c(=O)c2cc(C(=O)NCCc3ccc(OC)c(OC)c3)sc2c2ccccc21	nt	-0.1%	nt	-1%	-15%	-30%	nt	?	i
CN(C)S(=O)(=O)c1cccc(NC(=O)COC(=O)CCc2nc3ccccc3s2)c1	i	-0.3%	-2%	0%	7%	6%	-1.5	-4%	i
CCCOc1ccc(C(=O)Nc2ccc3oc(-c4ccc5ccccc5c4)nc3c2)cc1	nt	0.3%	nt	2%	11%	?	nt	-23%	i
CC1CC(C)CN(c2ccc(C(=O)OCC(=O)NC3CCCc4ccccc43)cc2[N+](=O)[O-])C1 (centres undefined)	i	0.2%	-15%	-7%	2%	nt	-0.2	?	i
O=C(COc1ccc(CO)cc1)Nc1ccc(F)cc1	i	-0.2%	1%	3%	8%	?	-6.3	13%	i
O=c1cc(-c2ccccc2)nc2cc(-c3ccc(Br)cc3)[nH]n12	i	8.1%	1%	1%	-29%	4%	0.2	-21%	i
CC(=O)NC(=S)Nc1ccccc1F	i	0.1%	0%	-2%	4%	3%	1.4	-1%	i
O=C(CCc1nc(-c2ccccc2Cl)no1)NC1CCCCC1	i	-0.5%	0%	-2%	16%	-1%	-0.7	7%	i
COc1cccc(Cn2c(=O)c3ccccc3n3nc(C)cc23)c1	i	0.2%	1%	4%	3%	-15%	1.2	-4%	nt
O=C(c1ccc(S(=O)(=O)Nc2cccc(C(F)(F)F)c2)cc1)N1CCC1	i	-1.2%	-2%	-6%	-3%	?	-0.3	-12%	?
Cc1ccsc1C(=O)OCC(=O)N(C)C1CCCCC1	i	-1.6%	-1%	-1%	-4%	?	-0.1	-14%	i
CCN1C(=O)[C@H]2[C@@H](c3ccc(C)cc3)N3C(=O)N(c4cccc(Cl)c4)C(=O)[C@@]3(Cc3ccccc3)[C@H]2C1=O	i	-0.3%	1%	-8%	-15%	-15%	-2.1	?	i
CC(=O)N1CCC(C(=O)N2CCN(S(=O)(=O)c3ccc(Cl)s3)CC2)CC1	i	2.9%	nt	-1%	14µM*	-23%	-1.2	-16%	i
Cc1c(C(=O)N(C)C)sc2nc(-c3ccccn3)[nH]c(=O)c12	i	0.5%	4%	-1%	-16%	?	-2.4	6%	i
CC(=O)NS(=O)(=O)c1ccc(NC(=O)/C=C/c2ccc(C)o2)cc1	i	2.2%	1%	3%	-2%	14%	0.9	0%	i
O=C(CN1C(=O)NC2(CCCCC2)C1=O)Nc1cccc(S(=O)(=O)N2CCCC2)c1	i	-0.3%	-5%	6%	11%	4%	-0.1	1%	i
O=C(CNC(=O)c1cccs1)NCC(=O)OCc1cccc(Cl)c1	i	-0.3%	1%	1%	-15%	6%	-0.7	2%	i
Cc1ccc(S(=O)(=O)N2C[C@H]3n4c(=O)ccc(=O)n4C[C@H](OC(=O)NC4CCCC4)[C@@]3(O)C2)cc1	i	?	nt	nt	-15%	nt	0.5	-10%	?
NC(=O)c1nsc(C(=O)N(c2ccc3c(c2)OCCO3)C(C(=O)NCC2CCCO2)c2ccc(F)cc2)c1N (centres undefined)	i	3.7%	1%	2%	-16%	?	-1.1	2%	i
CCc1nc2ccc(C(=O)Nc3cccc(NS(C)(=O)=O)c3)cn2c1N(CC)CCOC	i	5.0%	nt	nt	1%	nt	1.0	16%	i
Cc1ccc(C2N=C(Nc3nc4ccccc4o3)NC3=C2C(=O)CC(C)(C)C3)cc1 (centres undefined)	nt	nt	nt	-2%	6%	22%	nt	1%	nt
Cc1occc1C(=O)Nc1nnc(C2CCCCC2)s1	i	-0.1%	0%	-3%	2%	?	3.0	-11%	i
CC1=CC(C)(C)n2c(O)c(N=N)c3cc(C)cc1c32	i	-0.9%	-1%	-7%	-2%	1%	0.7	?	?
CCOC(=O)c1ccc(N2C(=O)C(CC(N)=O)N(CCc3ccc(OC)c(OC)c3)C2=S)cc1 (centres undefined)	i	0.4%	2%	2%	-3%	-6%	-0.7	3%	i
CN1C2CCC1CC(NS(=O)(=O)c1cc(Cl)c(Cl)cc1Cl)C2 (centres undefined)	i	-0.5%	-13%	5%	-23%	5%	-3.7	0%	i
O=[N+]([O-])c1ncccc1OCc1ccc(Br)cc1F	i	0.1%	?	1%	-14%	10%	-1.1	-18%	i
COc1ccccc1Cc1c(-c2ccccc2)nc2cc(C)c(Br)c(C)n12	i	14%	nt	nt	nt	nt	-1.6	nt	i
CCn1c(N2CCN(C(=O)Nc3ccc(F)cc3)CC2)nc2ccccc21	i	0.2%	1%	-6%	0%	?	0.5	?	i
CN(C)c1ncnc2c1ncn2[C@H]1CN(CCN2CCOCC2)C[C@@H](CO)O1	i	-0.3%	nt	nt	-2%	nt	0.5	-3%	i
COc1cc(/C=N/n2c(C3CCCCC3)n[nH]c2=S)cc(OC)c1O	i	6.2%	-3%	1%	-17%	-5%	-3.7	0%	i
O=C(NCc1cccc(Cl)c1)c1cccc(C(F)(F)F)c1	i	0.5%	2%	10%	-17%	nt	-1.4	1%	i
COc1ccc(NC(=O)Cn2c(=O)oc3cc(S(=O)(=O)N4CCCCC4C)ccc32)cc1 (centres undefined)	nt	0.2%	nt	0%	-2%	nt	nt	-22%	nt
O=C(CNC(=O)c1ccccc1F)c1ccccc1	i	30%	0%	14%	-11%	?	-4.4	?	i

# One compound at a time (already shown):
# O=C(CNC(=O)c1ccccc1F)c1ccccc1 is listed with Akt phos inh = i; Nrf2 ARE act = 30%; MmCpn inh = 0%; A549 tox = 14%; HepG2 viability = -11%; Nrf2 inh = ?; CCT chaperon mod = -4.4; TGFb inhibitor = ?; ATXN viability = i
# COc1ccc(NC(=O)Cn2c(=O)oc3cc(S(=O)(=O)N4CCCCC4C)ccc32)cc1 (centres undefined) is listed with Akt phos inh = nt; Nrf2 ARE act = 0.2%; MmCpn inh = nt; A549 tox = 0%; HepG2 viability = -2%; Nrf2 inh = nt; CCT chaperon mod = nt; TGFb inhibitor = -22%; ATXN viability = nt

# The listing continues:
SMILES	Akt phos inh	Nrf2 ARE act	MmCpn inh	A549 tox	HepG2 viability	Nrf2 inh	CCT chaperon mod	TGFb inhibitor	ATXN viability
C=CCn1c(SCc2cccc(C#N)c2)nnc1-c1ccccc1O	i	-0.4%	2%	-3%	19%	3%	-0.2	?	i
O=C(CNC(=O)c1ccccc1F)N/N=C\C=C\c1ccccc1	i	-0.1%	-4%	0%	3%	-5%	-1.8	0%	i
CCC(=O)Nc1cccc(C(=O)/C=C/c2cc(Br)ccc2OC)c1	i	?	-3%	-14%	11µM*	-6%	0.6	3.5µM*	18µM*
O=C(CSc1ncn[nH]1)NC12CC3CC(CC(C3)C1)C2	i	1.1%	0%	2%	-27%	-5%	0.6	6%	i
CC(C)CNS(=O)(=O)c1ccc(OCC(=O)Nc2ccc3c(c2)OCCO3)cc1	i	0.1%	0%	0%	2%	-20%	2.5	8%	i
Cc1cc(C)n2c(NC3CCCCC3)c(-c3ccccn3)nc2n1	i	-1.6%	nt	nt	nt	nt	-2.0	nt	?
